Screening data from PubChem BioAssay.
TR SRC2 fluor cs: alters Texas Red total fluorescence, flagging assay interference | TRb/SRC2 Texas Red total fluorescence interference | Potency, µM (titrated, usually from 106 µM), for the others: top-dose fluorescence change, negative = quenching | 280,000 compounds, 0.29% hits; active = well fitted curve in either direction with a large enough effect; inconclusive = small, poorly fitted or top-dose-only effect; also: % is scaled to controls: 0 for no effect and ±100 for the full control effect
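Flags fluorescent or light-absorbing compounds by total fluorescence, S + 2P, at 555 nm excitation and 632 nm emission. Mixture: 20 nM Texas Red SRC2 peptide, 0.6 uM human TRb LBD, 1 uM T3, 5% DMSO; compound exposure 5 h at ambient temperature.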
LMNA splice mod: LMNA splicing modulation; HeLa LMNA splicing GFP/RFP minigene ratio, 48 h; 200,000 compounds, 0.01% hits; AID 1487; Potency, µM (titrated, usually from 46.1 µM), for the others: at the top dose ratio change, negative = inhibition, actives largely listed as inhibitors; active = well fitted inhibition curve with a large enough effect in the signal ratio, with a control signal flat, not every such curve was filed as active; inconclusive = small, poorly fitted or top-dose-only effect, or effect the other way, or a change in a side signal; the % refers to the signal ratio; also: % is scaled to controls: 0 for no effect and ±100 for the full control effect
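S3 HeLa cells stably expressing lamin A-EGFP splicing minigene plus DsRed2, 600 cells/well, 48 h compound exposure at 37C. Laser-scanning cytometry; analysed as GFP (500-530 nm)/RFP (575-640 nm) total intensity ratio; 0.5% DMSO vehicle.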
TRb-SRC2 inh: disrupts binding of human TR beta to SRC2; TRbeta-SRC2 peptide binding, fluorescence polarization; receptor liganded with 1 µM T3; Potency, µM (titrated, usually from 106 µM), for inactives: at the top dose activity change, negative = inhibition, actives largely listed as inhibitors; 280,000 compounds, 0.065% hits; AID 1469;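 also: plate controls were bound peptide for no effect and peptide without receptor for full effect; nearly all actives have a fitted effect of over 50% in size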
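Each compound concentration gave % activity, normalized to unbound and bound Texas Red SRC2 controls, from polarization read after 5 hr ambient incubation with T3-loaded human TRb LBD.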
RGS12 GoLoco inh: blocks human Gai1 binding to RGS12 GoLoco peptide, red readout; P63096; Potency, µM (doses to about 61.6 µM), inactives show top-dose activity, negative = inhibition, most hits filed as inhibitors; 230,000 compounds, 0.44% hits; Gai1:RGS12 GoLoco peptide FP, rhodamine, 10 min; active = well fitted inhibition curve with a large enough effect, not every such curve was filed as active; inactive = no such curve, though single readings can be large or run the other way; also: % is scaled to controls: 0 for no effect and ±100 for the full control effect; nearly all actives have a fitted effect of over 30% in size; many of its hits are not listed in these tables
Target sequence (P63096 whole entry, looked up): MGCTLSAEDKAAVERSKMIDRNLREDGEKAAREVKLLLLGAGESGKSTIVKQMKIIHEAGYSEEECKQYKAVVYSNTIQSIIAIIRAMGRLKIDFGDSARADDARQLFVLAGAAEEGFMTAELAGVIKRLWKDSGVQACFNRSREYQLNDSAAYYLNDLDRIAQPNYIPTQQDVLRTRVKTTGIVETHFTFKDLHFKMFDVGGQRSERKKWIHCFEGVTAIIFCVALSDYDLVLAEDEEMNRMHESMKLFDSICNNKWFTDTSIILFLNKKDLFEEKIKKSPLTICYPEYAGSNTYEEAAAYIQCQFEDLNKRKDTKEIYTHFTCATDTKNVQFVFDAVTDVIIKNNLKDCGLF
RECQ1 inh: RECQ1 (human) helicase inhibition; 240,000 compounds, 0.54% hits; AID 2549; RECQ1 DNA unwinding, red fluorescence kinetic read; Potency, µM (highest dose often 57.3 µM), for the others: top-dose activity, negative = inhibition, usual class: inhibitors; P46063;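 also: plate controls were vehicle for no effect and no enzyme for full effect; nearly all actives have a fitted effect of over 30% in size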
Target sequence (P46063 whole entry, looked up): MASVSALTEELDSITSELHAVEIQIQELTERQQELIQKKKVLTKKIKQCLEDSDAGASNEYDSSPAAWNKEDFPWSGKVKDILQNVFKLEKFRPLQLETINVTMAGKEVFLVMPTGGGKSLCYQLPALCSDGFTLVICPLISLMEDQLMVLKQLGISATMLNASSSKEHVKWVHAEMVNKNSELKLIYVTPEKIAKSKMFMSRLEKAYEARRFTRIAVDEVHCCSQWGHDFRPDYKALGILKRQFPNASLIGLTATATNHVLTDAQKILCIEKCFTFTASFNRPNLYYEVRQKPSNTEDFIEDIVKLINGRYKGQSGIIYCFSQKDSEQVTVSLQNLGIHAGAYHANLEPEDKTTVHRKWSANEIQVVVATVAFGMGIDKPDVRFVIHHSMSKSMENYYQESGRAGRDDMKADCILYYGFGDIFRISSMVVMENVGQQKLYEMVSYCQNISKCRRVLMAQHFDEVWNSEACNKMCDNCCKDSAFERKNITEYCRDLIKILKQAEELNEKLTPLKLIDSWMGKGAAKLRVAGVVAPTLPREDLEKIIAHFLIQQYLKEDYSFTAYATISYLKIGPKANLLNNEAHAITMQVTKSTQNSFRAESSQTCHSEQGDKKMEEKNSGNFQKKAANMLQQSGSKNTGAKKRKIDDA
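RECQ1T1 50 nM; forked duplex (20 bp + 30-nt ss tails) 200 nM, ATP 2 mM final; pH 8.0, 2 mM MgCl2, 2.5 ug/ml poly(dI-dC); 15 min compound preincubation; discontinuous kinetic read over 2 h at RT.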
JMJD2E inh: blocks human JMJD2E demethylase activity. AID 2147. Potency, µM (series often up to 57.1 µM), for inactives: top-dose activity change, negative = inhibition, actives largely listed as inhibitors. JMJD2E catalytic domain, FDH-coupled NADH fluorescence (FDH is formaldehyde dehydrogenase). 230,000 compounds, 1.6% hits; active = well fitted inhibition curve with a large enough effect, not every such curve was filed as active; inconclusive = small, poorly fitted or top-dose-only effect, or another doubt; inactive = no such curve, though single readings can be large or run the other way;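 also: 0% = wells with enzyme and -100% = buffer wells without enzyme; nearly all actives have a fitted effect of over 50% in size; many of its hits are not listed in these tables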
SMN2 splice up: enhancers of SMN2 splice variant expression | HEK293 SMN2-luciferase splicing reporter, luminescence, 30-36 h | Potency, µM (doses to about 46.1 µM), for the others: at the highest dose activity change, positive = activation, usual class: activators | 210,000 compounds, 2.8% hits; also: % of control where 0% means no effect; nearly all actives have a fitted effect of over 55% in size
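qHTS luciferase splicing reporter: luminescence rises when SMN2 exon 7 is included in transfected HEK293 cells. Compound exposure lasted 30-36 h at 37C, with 4.5 mM final sodium butyrate as control, followed by a ONE-Glo read.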
ALDH1A1 inh: blocks purified human ALDH1A1 activity. Purified ALDH1A1, NADH fluorescence, propionaldehyde substrate. Potency, µM (titrated, usually from 75.3 µM), inactives show at the highest dose activity, negative = inhibition, hits mostly inhibitors. P00352. AID 1030. 220,000 compounds, 7.3% hits; active = well fitted inhibition curve with a large enough effect, not every such curve was filed as active; inconclusive = small, poorly fitted or top-dose-only effect, or another doubt; inactive = no such curve, though single readings can be large or run the other way;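 also: plate controls were no enzyme wells and a reference inhibitor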
An asterisk follows results filed as active; i = inactive; ? = inconclusive; nt = not tested or not shown; & = joins results of further samples; [ ] = dose if it differs, or a comment. Unless noted, calls follow the shape of the dose curve; as a rule, active = well fitted curve in the direction sought with a large enough effect; inconclusive = small, poorly fitted or top-dose-only effect, or another doubt; inactive = no such curve, though single readings can be large; an effect the other way counts as inactive or inconclusive. Potency is read from the fitted curve at half-maximal effect. Not all compounds are listed; the hit share may differ from the screen's.

SMILES | TR SRC2 fluor cs | LMNA splice mod | TRb-SRC2 inh | RGS12 GoLoco inh | RECQ1 inh | JMJD2E inh | SMN2 splice up | ALDH1A1 inh
COC(=O)[C@@]1(C)C=C[C@@H](Cc2ccccc2)N1C(C)=O | -2% | nt | 9% | 3% | -5% | 0% | 4% | 2%
O=C1OCC2=C1C(c1ccccc1)CC(=O)N2c1ccccc1 (configuration not stated) | -3% | nt | 1% | 1% | -16% | 8% | -9% | 4%
COC(=O)Nc1nc(-c2ccccc2)c(C(=O)c2ccccc2)s1 | -1% | ? | -13% | 10% | -8% | -1% | ? | 1%
Cc1nn(-c2ccccc2)c(NC(=O)c2cccs2)c(-c2ccccc2)c1=O | 2% | -6% | 1% | -6% | 0% | -7% | 16% | 0%
Cc1ccc(S(=O)(=O)NCCCNC(=O)N2CCOCC2)cc1 | 0% | 2% | -7% | 1% | -9% | -2% | ? | ?
CCn1c(SCc2cccc(C)c2)nnc1-c1ccccc1 | 1% | 3% | -11% | 11% | i | -3% | -12% | 2%
Nc1ccccc1C(=O)C[C@@H](N)C(=O)O | -3% | nt | -1% | 3% | i | nt | 0% | 0%
CCOc1ncccc1C(=O)OCC(=O)c1cc(C)n(Cc2ccco2)c1C | 1% | 12% | 1% | -4% | -20% | -2% | 13% | -6%
COc1ccccc1/C=C/C=N/NC(=O)c1ccccn1 | -1% | nt | 0% | 13% | -11% | ? | 11µM* | -12%
CCc1nnc(NC(=O)CSc2ncnc3c2oc2ccccc23)s1 | -2% | 5% | -3% | -14% | -1% | -4% | -3% | -11%
CCOC(=O)CNC(=O)c1cc(-c2ccccn2)nc2c(C)c(Cl)ccc12 | -2% | ? | 3% | 6% | i | 1% | 11% | 7%
CN(C)/C=C(\C=O)c1ccc(Cl)cc1Cl | -3% | nt | -1% | 12% | i | 0% | 3% | 7%
N#Cc1c(-c2ccc3c(c2)OCO3)ccn2nc(-c3cccc(C(F)(F)F)c3)nc12 | -5% | ? | 10% | 27% | -2% | -2% | -22% | ?
Cc1nn(-c2ccccc2)nc1C(N)=O | 0% | ? | 0% | 2% | i | ? | nt | 1%
O=c1ccc2ccc(Oc3ccc([N+](=O)[O-])cc3Cl)cc2o1 | -3% | nt | -2% | 3% | -2% | ? | nt | -4%
O=C(COC(=O)Cn1cnc2ccccc21)Nc1cccc2c1C(=O)c1ccccc1C2=O | -13% | 5% | 0% | -17% | -6% | 0% | 10% | ?
O=C(COCC(=O)NCc1ccccc1)NCc1ccccc1 | -3% | nt | -17% | -9% | -6% | -2% | -6% | 5%
COc1ccc(CNC(=O)c2ccc(NC(=O)CC3SC(N4CCCCC4)=NC3=O)cc2)cc1 (configuration not stated) | 2% | -2% | -3% | -4% | 2% | 0% | -14% | -4%
COc1cc(S(=O)(=O)NC(C)C)ccc1Cl | -3% | -7% | -5% | 3% | i | 5% | -11% | 20%
CCOc1ncccc1C(=O)Nc1ccc(S(=O)(=O)Nc2nccs2)cc1 | -1% | nt | -5% | 11% | i | 6% | nt | nt
Cc1ccnc(NC(=O)C2CCC(CNc3c(N4CCCC4)c(=O)c3=O)CC2)c1 (configuration not stated) | 0% | -2% | 3% | 6% | -15% | 6% | 28% | 0%
Cc1onc(-c2ccccc2Cl)c1C(=O)NC(=S)Nc1ccc(C(C)(C)C)cc1 | -2% | nt | 5% | 3% | i | -14% | nt | nt
CCOc1ccccc1N(CC(=O)Nc1cccnc1)S(C)(=O)=O | -4% | -2% | -2% | -5% | -3% | 3% | -16% | ?
COc1ccc(C2CC(=O)c3c(O)cc(O[C@H]4OC(COC5OC(C)C(O)C(O)[C@@H]5O)C(O)C(O)C4O)cc3O2)cc1O (some centres not stated) | -1% | -8% | -4% | -5% | -9% | 6% | 5% | 9%
O=C(Cc1ccccc1F)Nc1ccccc1-c1ccccc1 | 0% | ? | 0% | -9% | -14% | 12% | 25% | -7%
COc1ccc(CN(C)CC(=O)Nc2ccc(SC(F)F)cc2)cc1OC | -1% | nt | 6% | 2% | i | 2% | -47%[inhibitor] | 1%
CCOc1ccccc1-n1c(C)nc2cc(C(=O)O)ccc21 | 2%&2% | 4%[46 µM] | -13%&-12% | 15% | -6% | 2% | -1%&3% | 6%
CC1CCN(c2c(NCC3CCC(C(=O)NCc4ccccc4Cl)CC3)c(=O)c2=O)CC1 (configuration not stated) | 0% | -1% | 5% | -2% | 0% | 5% | 10% | 1%
COc1cc(NC(=O)c2ccc(Cl)cc2Cl)ccc1NC(=O)c1cccs1 | 0% | nt | -4% | 6% | 2% | ? | nt | nt
O=C(O)Cn1cc(/C=N/NC(=O)c2cc3cc(Br)ccc3o2)c2ccccc21 | -6% | nt | 3% | 7% | -18% | -14% | nt | nt
CCCCN(c1ccccc1)c1ncnc2nc[nH]c12 | -2% | -17% | 1% | 21% | 11% | -7% | -13% | 11µM*
O=C(Nc1ccc(NC(=S)NC(=O)c2cccs2)cc1)c1ccccc1 | -1% | -5% | 4% | 9% | -4% | -7% | 2% | ?
O=C1NCC(O)=C1C=Nc1ccccc1O | 0% | nt | 6% | 4% | i | 18µM* | nt | 2%
O=C(Nc1ccc2c(c1)OCCO2)c1ccc(Br)o1 | -4% | -3% | 3% | 16% | i | 0% | 14µM* | ?
CC1C(c2ccccc2)N(C)C(c2ccccc2)CC1(O)c1ccccc1 (configuration not stated) | 0% | ? | 14% | -18% | -4% | 2% | nt | 2%
CC(C(=O)Nc1ccccc1)N(c1cccc(Cl)c1)S(C)(=O)=O (configuration not stated) | -8% | nt | 5% | 4% | i | 6% | 4% | 7%
CC1(C)CC(=O)c2cnc(NC(=O)C3CCCC3)nc2C1 | 0% | 3% | 0% | 6% | -2% | -2% | -5% | 5%
Cc1csc(CCc2nc(C)cs2)n1 | -1% | 6% | 2% | 16% | -12% | 9% | 3% | 6%
O=C(Cc1csc(-c2ccccc2)n1)NCc1cccs1 | -1% | 10%[46 µM] | -6% | 20% | -7% | -10% | 24% | -11%
CSc1ccc(Cl)c(C(=O)Nc2ccc(Cl)cn2)c1 | -1% | nt | 0% | 1% | i | -9% | nt | ?
CCOc1ccc2nc(NC(=O)CSc3nc4cccnc4n3C)sc2c1 | -2% | ? | -12% | 13% | -1% | -13% | -28% | 16%
CCCCOC(=O)C[N+](C)(C)CCOC1CC2CCC1(C)C2(C)C (configuration not stated) | -9% | ? | 7% | 11% | -4% | 3% | -17% | -1%
CCN(CC)S(=O)(=O)c1cccc(C(=O)N/N=C/c2cccc(O)c2O)c1 | -6% | ? | -5% | -4% | -14% | 5% | -67%[inhibitor] | 1%
CCN(CC)C(=O)C1CCCN(C(=O)Nc2ccc(NC(=O)N3CCCC(C(=O)N(CC)CC)C3)cc2)C1 (configuration not stated) | -3% | 4% | 2% | 8% | -8% | -3% | -5% | 4%
COc1ccccc1N1CCN(CC(=O)Nc2sccc2C#N)CC1 | -1% | -7% | 10% | 60%[activator] | -11% | -4% | 9% | ?
S=c1[nH]nc(-c2ccccn2)n1/N=C/c1cccc(Cl)c1 | -1% | 14%[46 µM] | 0% | 5% | i | -6% | 21% | ?
COc1ccc(S(=O)(=O)NCC(=O)N(CC(=O)NCC2CCCO2)c2cc(C)ccc2C)cc1 (configuration not stated) | -1% | -6% | 0% | -3% | i | 2% | -33% | -9%
Oc1ccccc1C=NCCCCCCN=Cc1ccccc1O | -2% | nt | -2% | -4% | -15% | -2% | nt | nt
COc1ccc(N2CC(C)Cn3c2nc2c3c(=O)n(Cc3ccc(F)cc3)c(=O)n2C)c(OC)c1 (configuration not stated) | -2% | 2% | -12% | -10% | 0% | -7% | -11% | ?
COc1ccccc1/C=C(/C(=O)OCC(=O)Nc1cc(C)ccc1C)c1ccccc1 | 1% | -8% | 4% | -2% | -15% | 6% | -11% | 0%
O=C1CCC/C(=N\NC(=O)c2ccc(CSc3cccc4cccnc34)cc2)C1 | 2% | 0%[46 µM] | 1% | 13% | 28µM* | ? | -12% | ?
C=CCc1ccccc1OCCOc1ccc([N+](=O)[O-])cc1/C=N/NC(N)=O | -6% | nt | -2% | 6% | -4% | 3% | nt | -9%
COc1cccc(CNCCSc2nnnn2C)c1 | -7% | 6% | -3% | -17% | i | 1% | -12% | ?
Cc1c(Br)c(C(F)(F)F)nn1CC(=O)NCCCn1ccnc1 | -1% | ? | -3% | 4% | i | 2% | 1% | 3%
Cc1ccc(C(C[N+](=O)[O-])c2c(N)n(C)c(=O)n(C)c2=O)cc1 (configuration not stated) | -1% | nt | 5% | 2% | -16% | -3% | nt | nt
CC(=O)Nc1ccc(NC(=O)c2ccco2)cc1 | -2% | 5% | -6% | 4% | i | -4% | 18µM* | -1%
CN(CC(=O)NCc1ccco1)S(=O)(=O)c1ccc2c(c1)c(=O)n(C)c(=O)n2C | -5% | nt | -1% | -2% | -3% | ? | nt | nt
COCCNC(=O)CCn1c(=O)oc2ccccc21 | 1% | 15% | 3% | 3% | -7% | 8% | ? | 4%
Cc1ccc(-c2nn3c(=O)c(C)nnc3s2)cc1 | 2% | -6% | -2% | 1% | 0% | 3% | 29% | -13%
Cn1c(SCC(=O)Nc2cccc(F)c2)nnc1-c1cccnc1 | 0% | -15% | 0% | -3% | 8% | 10% | -2% | 4%
Cc1cccc(OCCNc2cc(N3CCOCC3)ccc2[N+](=O)[O-])c1 | -2% | -8% | -9% | 0% | -8% | 3% | ? | 9%

Full records as entered above. Screens in order: TR SRC2 fluor cs	LMNA splice mod	TRb-SRC2 inh	RGS12 GoLoco inh	RECQ1 inh	JMJD2E inh	SMN2 splice up	ALDH1A1 inh
COc1ccccc1N1CCN(CC(=O)Nc2sccc2C#N)CC1 is entered as -1%	-7%	10%	60%[activator]	-11%	-4%	9%	?
CCCCOC(=O)C[N+](C)(C)CCOC1CC2CCC1(C)C2(C)C (configuration not stated) is entered as -9%	?	7%	11%	-4%	3%	-17%	-1%
